Screens: PubChem BioAssay, Broad Institute
S100A4 MyoIIA = S100A4-myosin IIA interaction inhibition; inhibition, % at 10.7 µM; S100A4/TAMRA-MyoIIA peptide fluorescence polarization; 0.14% of 360,000 active;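 active = mean inhibition of at least 70% across replicates, with every replicate also reaching that level; inconclusive = mean inhibition reaches 70% but some replicates fall short; inactive = mean inhibition below 70%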
Target sequence (P26447 whole entry, looked up): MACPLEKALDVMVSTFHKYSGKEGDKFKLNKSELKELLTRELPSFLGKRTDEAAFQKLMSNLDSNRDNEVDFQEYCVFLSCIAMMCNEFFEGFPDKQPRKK
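Compound dosing: one dose per compound; test system: human S100A4 monomer with TAMRA-labelled myosin IIA peptide; probe or stimulus: TAMRA-labelled myosin IIA heavy-chain peptide probe, 5 nM; medium: HEPES buffer with Ca2+, pH 7.2; schedule: 5 min incubation before reading; benchmarks: neutral control DMSO, positive control TFP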
SIRT5 block = sirtuin-5 (human) deacylase inhibition | Purified SirT5, succinyl-peptide AMC, trypsin-coupled fluorescence | inhibition, % at 15 µM | 1.1% of 330,000 active | AID 652115; in the data active = inhibition above about 15%; inconclusive = no clear call, values can overlap the other calls
Target sequence (Q9NXA8 whole entry, looked up): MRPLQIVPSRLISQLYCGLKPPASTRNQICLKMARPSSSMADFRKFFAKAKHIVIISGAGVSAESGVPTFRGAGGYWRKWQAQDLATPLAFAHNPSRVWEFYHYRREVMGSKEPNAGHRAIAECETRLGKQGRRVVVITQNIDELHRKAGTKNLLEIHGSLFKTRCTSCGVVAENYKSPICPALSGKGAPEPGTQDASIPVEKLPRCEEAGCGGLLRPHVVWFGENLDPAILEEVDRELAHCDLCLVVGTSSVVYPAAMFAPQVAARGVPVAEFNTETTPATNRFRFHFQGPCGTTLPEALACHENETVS
FN deposition inh = fibronectin deposition inhibition | AH1F fibroblasts, Alexa488-fibronectin deposition fluorescence, overnight | inhibition, % at 12.6 µM | 0.086% of 350,000 active;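 active = mean inhibition across replicates of 30% or more, regardless of how many single replicates reach that level; inconclusive = mean under 30% yet at least half of replicates reach 30%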;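 note: positive control wells lacked labelled fibronectin entirely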
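test system = AH1F fibroblasts assembling fluorescent fibronectin matrix | quantity = 10000 AH1F cells per well | buffer or medium = DMEM plus 2% serum, read in PBS | doses = single dose, pinned | incubation = 1 h cell attachment, overnight exposure to compound and label | detection = fluorescence at 485 nm excitation, 525 nm emission | read-out basis = inhibition from reduced deposited-fibronectin fluorescence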
C2C12 statin = suppression of simvastatin myotoxicity | C2C12 myotubes + simvastatin, ATP luminescence, 48 h; scaled: DMSO 0, geranylgeraniol control 100 | rescue of ATP level, % at 7.49 µM | 0.78% of 330,000 active | AID 602340;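 active = mean ATP rescue above about 67%, or every replicate alone reaching that limit, limit read from the data, passing the limit was not always enough; inconclusive = no clear call, values can overlap the other calls; inactive = mean under the limit and some replicate under it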;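 note: myotubes were challenged with 10 µM simvastatin during compound exposure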
LGR2 antag = blocks bursicon-induced cAMP signaling via Drosophila LGR2. 0.35% of 380,000 active. inhibition, % at 9.99 µM. HEK293 LGR2, CRE-luciferase, bursicon-stimulated, 4 h;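 active = drop in luminescence signal, shown as inhibition above about 50% in the replicate tests, limit read from the data, passing the limit was not always enough; inconclusive = probably only some replicates passing the limit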;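 note: agonist challenge used bursicon conditioned medium at about half maximal strength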
esBAF inh = inhibitors of esBAF chromatin remodeling in mouse ES cells. reporter increase, % at 12.5 µM. Bmi1-luciferase knock-in reporter, 24 h; 100% = twice the neutral-well signal. 2% of 350,000 active; in the data active = activation above about 40%; inconclusive = no clear call, values can overlap the other calls;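 note: 0% = median of the plate's neutral control wells and 100% = double that signal; a rise in the Bmi1 reporter signal indicates esBAF inhibition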
CASP6 VEID inh = blocks human caspase-6 cleavage activity. P55212. purified caspase-6, Z-VEID-R110 cleavage fluorescence. inhibition, % at 12.5 µM. 0.53% of 350,000 active;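 active = mean inhibition across replicates at least about 35%, with every replicate also reaching that limit, limit read from the data; inconclusive = only one of the two criteria met; inactive = neither criterion met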;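 note: 0% = median of neutral control wells and 100% = no fluorescence left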
Target sequence (P55212 24-179 limits assumed): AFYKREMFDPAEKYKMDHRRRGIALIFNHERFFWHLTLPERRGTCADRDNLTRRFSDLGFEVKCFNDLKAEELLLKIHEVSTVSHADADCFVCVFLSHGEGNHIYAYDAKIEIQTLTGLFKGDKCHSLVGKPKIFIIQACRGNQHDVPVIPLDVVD
Target sequence (P55212 194-293 limits assumed): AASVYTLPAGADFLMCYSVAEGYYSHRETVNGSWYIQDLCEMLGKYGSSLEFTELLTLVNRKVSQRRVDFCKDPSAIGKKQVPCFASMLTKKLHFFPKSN
An asterisk follows results filed as active; ? = inconclusive; nt = not tested or not shown; & = joins results of further samples. The list is partial; count on the stated rates, not on these rows.

nr	Structure	S100A4 MyoIIA	SIRT5 block	FN deposition inh	C2C12 statin
1	CC(=O)N1CC2(C1)[C@H](c1ccccc1)[C@H](CO)N2Cc1cc(F)ccc1F	-8	-1	nt	nt
2	Cc1cc(C)cc(OCc2ccc(C(=O)N3N=C(C(F)F)CC3(O)C(F)F)o2)c1 (stereo not given)	nt	nt	4	34
3	COCCn1cnc2c1c(=O)n(Cc1ccccc1C#N)c(=O)n2Cc1ccccc1	3	-1	2	-2
4	CC(C(=O)Nc1ncccn1)(c1ccccc1)c1ccccc1	-1	-1	0	nt
5	COc1ccccc1NC(=O)C1=C(C)NC(=O)NC1c1ccccc1F (stereo not given)	7	0	1	2
6	CC1Sc2ccc(S(=O)(=O)N3CCC(C(=O)N(C)Cc4ccco4)CC3)cc2NC1=O (stereo not given)	-8	2	-3	7
7	CC(C)(C)c1ccc(C(=O)Nc2ccc(F)cc2)s1	-12	9	-1	nt
8	Cc1ccnn1CCC(=O)N1CCCC(N2CCN(c3cccc(Cl)c3)CC2)C1 (stereo not given)	-3	3	3	2

nr	LGR2 antag	esBAF inh	CASP6 VEID inh
1	-3	nt	0
2	-1	5	nt
3	-1	-3	1
4	-22	nt	-1
5	10	4	0
6	-20	-4	7
7	-52	nt	-3
8	6	10	-2

Remaining list, next part:
nr	Structure	S100A4 MyoIIA	SIRT5 block	FN deposition inh	C2C12 statin
9	COc1ccc(S(=O)(=O)Nc2ccc3c(c2)CC(=O)N([C@H](C)CO)C[C@@H](C)[C@H](CN(C)CC2CCCCC2)O3)cc1	0	13	nt	?
10	O=C(c1ccccc1)N1CC[C@@H]2[C@H](CO)Nc3ccc(-c4ccccc4F)cc3[C@@H]21	-10	8	-6	4
11	CCCNC(=O)C[C@@H]1CC[C@@H]2[C@H](COC[C@H](O)CN2C(=O)CC)O1	-6	1	-3	-1
12	COc1ccc(NC(=O)N(C)C[C@@H]2Oc3c(NC(=O)NC4CCCCC4)cccc3C(=O)N([C@@H](C)CO)C[C@H]2C)cc1	0	3	nt	-10
13	Cc1cc(C)cc(NC(=O)COC(=O)c2cc(=O)[nH]c(=O)[nH]2)c1	8	nt	12	nt
14	C[C@@H]1CC=C[C@H]2[C@H]1C(=O)N(Cc1ccccc1)[C@H]2c1ccc(-c2ccc(N(C)C)cc2)cc1F	-8	nt	-4	27
15	Cc1cccc(-c2ccc([C@H]3[C@H]4CN(C(=O)c5ccccc5)CC(=O)N4[C@H]3CO)cc2)c1	2	0	nt	nt
16	COc1ccc(C(=O)C/C(=C\C(=O)c2ccc(C)cc2)c2ccccc2)cc1	nt	nt	-4	-152

nr	LGR2 antag	esBAF inh	CASP6 VEID inh
9	-4	4	-1
10	1	1	1
11	4	-4	7
12	-8	7	4
13	-1	nt	nt
14	-9	-14	-3
15	13	nt	1
16	nt	-9	nt

Further structures.
nr	Structure	S100A4 MyoIIA	SIRT5 block	FN deposition inh	C2C12 statin
17	COc1ccccc1NC(=O)c1ccccc1NS(C)(=O)=O	nt	nt	nt	14
18	CN(c1ccccc1)S(=O)(=O)c1ccc(C(=O)NCCc2ccc(F)cc2)cc1	7	1	1	-16
19	CNC(=S)Nc1cccc([N+](=O)[O-])c1	8	-7	-12	10
20	Cc1ccc2c(c1)-n1c(nc3ccc(C)cc3c1=O)C(Cc1ccc(O)cc1)NC2=O (stereo not given)	0	-4	0	nt
21	O=C(NCCc1ccco1)C(=O)NCC1OCCCN1S(=O)(=O)c1cc(F)ccc1F (stereo not given)	-6	0	2	1
22	O=C(C[C@@H]1CC[C@@H](NC(=O)C2CCOCC2)[C@H](CO)O1)NCC1CC1	13	0	nt	nt
23	COC(=O)c1cc2c(ccn2-c2ccc(F)cc2)n1CC(=O)C(C)(C)C	-3	-2	nt	nt
24	Cc1csc(NC(=O)C2CCCN(S(=O)(=O)c3ccc4c(c3)oc(=O)n4C)C2)n1 (stereo not given)	-1	3	0	16

nr	LGR2 antag	esBAF inh	CASP6 VEID inh
17	16	-6	nt
18	20	4	-7
19	12	7	-4
20	nt	nt	8
21	0	-3	2
22	12	nt	-2
23	25	nt	-4
24	2	3	-1

(more compounds)
nr	Structure	S100A4 MyoIIA	SIRT5 block	FN deposition inh	C2C12 statin
25	S=c1[nH]nc(COc2ccccc2)n1/N=C/c1cccc(Br)c1	-1	0	-1	15
26	COc1ccc(C2=NS(=O)(=O)N(C)C(C(=O)Nc3ccc(C(C)=O)cc3)=C2)cc1OC	-4	1	22	12
27	Cc1ccc(S(=O)(=O)Nc2ccc3c(c2)C(=O)N([C@H](C)CO)C[C@H](C)[C@@H](CN(C)C(=O)Nc2ccc(C(F)(F)F)cc2)OCCCC[C@H](C)O3)cc1	-3	16*	-6	nt
28	CCN(CC)CCNC(=O)c1cc2c(-c3cccc(OC)c3)nn(C)c2s1	-2	-13	3	nt
29	COCCN1C(=O)c2ccc(C(=O)Nc3nccs3)cc2C1=O	nt	nt	-6	-8
30	COc1cc(O)c(C(CCN2CCOCC2)c2ccc(N(C)C)cc2)c(OC)c1 (stereo not given)	-3	-10	1	1
31	CC1CN(c2nc(-c3ccc(Br)cc3)nnc2-c2ccccc2)CC(C)N1 (stereo not given)	nt	nt	12	-29
32	CC(=O)C1=C(O)C(=O)N(Cc2ccccc2)C1c1ccc(Cl)cc1 (stereo not given)	0	0	-1	-9

nr	LGR2 antag	esBAF inh	CASP6 VEID inh
25	1	-11	1
26	-8	2	nt
27	5	-2	4
28	9	nt	-3
29	nt	-6	nt
30	-10	5	2
31	nt	13	nt
32	10	-4	1

Remaining list, next part.
nr	Structure	S100A4 MyoIIA	SIRT5 block	FN deposition inh	C2C12 statin
33	COc1ccc(C(=O)NNC(=O)c2ccc(S(=O)(=O)N3CCCCC3)cc2)cc1	2	2	-10	nt
34	O=C1Nc2ccccc2C1=Nc1cccc(Cl)c1	7	-1	6	2
35	CNC[C@H]1Oc2ccc(NC(=O)CCN3CCOCC3)cc2CC(=O)N([C@@H](C)CO)C[C@H]1C	1	nt	-9	-11
36	Cn1cc(Br)c(C(=O)NNC(=O)c2ccc(Cl)cc2)n1	-2	5	0	-1
37	C[C@@H]1CN([C@H](C)CO)S(=O)(=O)c2ccc(C#Cc3ccccc3F)cc2O[C@H]1CN(C)CC1CCOCC1	nt	nt	nt	-7
38	CCN(CC)C(=O)C1CCN(S(=O)(=O)c2cccc3nonc23)CC1	nt	nt	0	1
39	COc1cccc(-c2ccc([C@H]3[C@H](CO)N4C(=O)CN(C(=O)c5ccncc5)C[C@@H]34)cc2)c1	0	-4	nt	nt
40	O=S(=O)(c1cccc2nsnc12)N1CCNCC1	1	4	-2	14

nr	LGR2 antag	esBAF inh	CASP6 VEID inh
33	9	nt	1
34	2	2	9
35	-4	5	-13
36	-17	30	-3
37	23	-4	nt
38	nt	-1	nt
39	10	nt	2
40	-6	-4	2

Further entries follow.
nr	Structure	S100A4 MyoIIA	SIRT5 block	FN deposition inh	C2C12 statin
41	Fc1ccccc1COc1ccccc1CNCc1ccncc1	-6	0	nt	3
42	O=C(CSc1nnc(CNC(=O)c2ccco2)o1)Nc1ccccc1F	-7	-7	-1	11
43	CC(NCCc1ccc(S(N)(=O)=O)cc1)C(=O)NCCc1ccc(F)cc1 (stereo not given)	-2	-8	-1	0
44	CCn1c(C(=O)O)c(CC(=O)NC2CCCCCC2)c2ccccc21	2	2	0	nt
45	CCOCc1nnc(NC(=O)C2CC(=O)N(CCc3ccc(F)cc3)C2)s1 (stereo not given)	-2	nt	4	-2
46	C[C@@H]1CN([C@@H](C)CO)C(=O)CCCn2nncc2CO[C@H]1CN(C)S(=O)(=O)c1ccc(C#N)cc1	1&-4	2&-1	20&7	-1
47	CCN(CC)c1ccc(NC(=O)c2c(OC)cccc2OC)c(C)c1	nt	nt	3	-3
48	CCCC(=O)C1=C(N2CCCCC2)CC(C)(C)C(C(=O)OC)C1=O (stereo not given)	1	-3	2	nt

nr	LGR2 antag	esBAF inh	CASP6 VEID inh
41	-1	2	-6
42	11	-9	-1
43	3	2	0
44	-7	nt	3
45	-25	-2	-1
46	-19&-4	9	5&-1
47	nt	-7	nt
48	?	nt	-2

The last 4 compounds of the section before come first, to join the parts.
nr	Structure	S100A4 MyoIIA	SIRT5 block	FN deposition inh	C2C12 statin
45	CCOCc1nnc(NC(=O)C2CC(=O)N(CCc3ccc(F)cc3)C2)s1 (stereo not given)	-2	nt	4	-2
46	C[C@@H]1CN([C@@H](C)CO)C(=O)CCCn2nncc2CO[C@H]1CN(C)S(=O)(=O)c1ccc(C#N)cc1	1&-4	2&-1	20&7	-1
47	CCN(CC)c1ccc(NC(=O)c2c(OC)cccc2OC)c(C)c1	nt	nt	3	-3
48	CCCC(=O)C1=C(N2CCCCC2)CC(C)(C)C(C(=O)OC)C1=O (stereo not given)	1	-3	2	nt
49	Cn1c(=O)c2c(ncn2CC(=O)O)n(C)c1=O	-2	1	2	7
50	N=C1/C(=C\c2ccc(-c3ccc(C(=O)O)cc3)o2)C(=O)N=C2SC=C(c3ccccc3)N12	-3	5	-3	-12
51	COc1ccccc1-c1nnc(C2CCN(S(=O)(=O)c3ccc([N+](=O)[O-])cc3)CC2)o1	-3	-4	9	7
52	C[C@H](CO)N1C[C@H](C)[C@H](CN(C)C(=O)C2CCOCC2)Oc2ncc(-c3cccnc3)cc2C1=O	-5	-2	nt	10
53	C[C@H]1CN([C@@H](C)CO)S(=O)(=O)c2ccc(-c3ccncc3)cc2O[C@H]1CN(C)Cc1ccccc1	-16	9	nt	nt
54	COc1ccc(CN2CCCC(CO)(Cc3cccc(Cl)c3)C2)cc1OC (stereo not given)	-7	1	0	8
55	Cc1onc(-c2ccccc2)c1C(=O)N(C)CCc1ccccn1	0	3	4	12
56	COc1cccc(NC(=O)CN2C(=O)NC3(CCCC3)C2=O)c1	-3	-5	-1	10
57	O=C1NC(c2ccccc2)(C(F)(F)F)C(=O)N1Cc1cccnc1 (stereo not given)	nt	nt	nt	12
58	Cc1noc(C)c1NC(=O)N(C)C[C@H]1Oc2ccc(NC(=O)C3CC3)cc2CC(=O)N([C@H](C)CO)C[C@@H]1C	-3	1	nt	-2
59	CCCOc1ccc(/C=N/n2nnnc2N)cc1OC	-3	nt	2	-1

nr	LGR2 antag	esBAF inh	CASP6 VEID inh
45	-25	-2	-1
46	-19&-4	9	5&-1
47	nt	-7	nt
48	?	nt	-2
49	-13	1	2
50	0	23	7
51	-17	-2	-1
52	-4	-5	2
53	0	-6	-7
54	-15	-5	-1
55	1	5	2
56	1	-5	3
57	-19	-8	nt
58	0	6	nt
59	-8	2	0
